Source: PubChem BioAssay (National Center for Advancing Translational Sciences (NCATS))
KDM5B inh: inhibitors of human KDM5B histone demethylase | 2.6% of 220,000 active | AID 1347165 | KDM5B demethylase, FDH-coupled NADH fluorescence (FDH is formaldehyde dehydrogenase) | Q9UGL1 | Potency, µM (titrated, usually from 57.7 µM), without a hit: at the top dose activity change, negative = inhibition, hits mostly inhibitors; active = well fitted inhibition curve with a large enough effect; inconclusive = small, poorly fitted or top-dose-only effect; inactive = no such curve, though single readings can be large or run the other way; also: 0% is about no effect; nearly all actives have a fitted effect of over 70% in size
Target sequence (Q9UGL1 whole entry, looked up): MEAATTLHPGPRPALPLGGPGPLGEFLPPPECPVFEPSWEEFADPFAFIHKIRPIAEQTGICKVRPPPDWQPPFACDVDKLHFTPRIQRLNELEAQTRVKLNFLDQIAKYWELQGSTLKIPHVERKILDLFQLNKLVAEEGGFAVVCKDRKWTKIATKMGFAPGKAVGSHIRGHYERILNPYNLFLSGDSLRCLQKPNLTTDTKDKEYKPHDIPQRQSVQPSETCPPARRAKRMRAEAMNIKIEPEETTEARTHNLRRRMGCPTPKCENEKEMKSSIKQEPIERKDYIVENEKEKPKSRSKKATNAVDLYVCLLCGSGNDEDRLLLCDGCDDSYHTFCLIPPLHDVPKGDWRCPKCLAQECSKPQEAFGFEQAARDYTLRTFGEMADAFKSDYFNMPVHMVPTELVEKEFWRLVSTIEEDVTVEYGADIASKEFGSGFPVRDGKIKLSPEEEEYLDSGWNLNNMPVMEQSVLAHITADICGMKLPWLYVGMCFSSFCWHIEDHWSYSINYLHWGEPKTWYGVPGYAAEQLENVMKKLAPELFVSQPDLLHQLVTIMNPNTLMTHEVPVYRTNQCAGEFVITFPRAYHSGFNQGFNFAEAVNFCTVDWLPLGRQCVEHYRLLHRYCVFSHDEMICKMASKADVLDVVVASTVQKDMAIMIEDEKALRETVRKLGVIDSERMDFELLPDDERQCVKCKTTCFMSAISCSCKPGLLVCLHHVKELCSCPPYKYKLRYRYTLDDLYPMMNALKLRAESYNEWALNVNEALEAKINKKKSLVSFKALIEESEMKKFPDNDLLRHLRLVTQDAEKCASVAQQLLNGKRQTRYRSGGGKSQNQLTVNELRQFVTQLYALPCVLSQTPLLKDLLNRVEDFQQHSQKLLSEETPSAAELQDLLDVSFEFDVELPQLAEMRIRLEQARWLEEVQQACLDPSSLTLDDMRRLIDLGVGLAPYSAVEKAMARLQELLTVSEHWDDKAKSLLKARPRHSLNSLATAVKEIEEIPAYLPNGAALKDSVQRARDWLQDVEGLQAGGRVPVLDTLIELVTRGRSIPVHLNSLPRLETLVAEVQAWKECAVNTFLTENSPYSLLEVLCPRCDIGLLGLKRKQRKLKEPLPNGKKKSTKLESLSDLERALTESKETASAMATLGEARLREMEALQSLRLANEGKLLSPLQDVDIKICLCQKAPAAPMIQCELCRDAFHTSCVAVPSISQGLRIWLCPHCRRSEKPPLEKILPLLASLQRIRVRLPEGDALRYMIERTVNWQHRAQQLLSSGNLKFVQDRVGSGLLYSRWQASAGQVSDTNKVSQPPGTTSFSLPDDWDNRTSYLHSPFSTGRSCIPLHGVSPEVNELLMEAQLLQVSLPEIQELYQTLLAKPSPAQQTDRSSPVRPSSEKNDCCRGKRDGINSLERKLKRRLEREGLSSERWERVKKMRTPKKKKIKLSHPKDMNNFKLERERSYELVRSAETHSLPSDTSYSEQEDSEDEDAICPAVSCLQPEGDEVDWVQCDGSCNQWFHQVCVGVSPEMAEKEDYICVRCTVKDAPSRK
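Here, H3K4me3 peptide (12.5 µM in substrate mix) is demethylated by KDM5BΔAP, 200 nM final, after 10 min compound exposure. Formaldehyde product is coupled through FDH (0.25 U/mL in mix) to NADH fluorescence; 30-min ΔRFU feeds dose-response curves.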
An asterisk follows results filed as active; ? = inconclusive; [ ] = remark or other dose. Potency is read from the fitted curve at half-maximal effect. These rows are one share of the data; rates above refer to the full screens.

# | smiles | KDM5B inh
1 | O=C(Nc1cccc(C(F)(F)F)c1)c1cncs1 | 30%
2 | CN1CCCCCCN(S(=O)(=O)c2cccs2)CCC1=O | 17%
3 | CS(=O)(=O)/C(C#N)=C/c1c(-c2ccccc2)nc2n1CCS2 | 35%
4 | CCCOC(=O)c1cc(NC(=O)c2cccc(C)c2OC)ccc1N1CCOCC1 | ?
5 | COc1ccc2nc(NC(=O)c3cccc(N4C(=O)CCC4=O)c3)sc2c1 | 160%[activator]
6 | COc1ccccc1CNC(=O)CCCCn1c(=O)c2ccccc2n(CC(=O)Nc2cccc(Cl)c2)c1=O | -10%
7 | COc1ccccc1N1CCN(C(=O)C2CCCN(S(=O)(=O)c3ccc4c(c3)oc(=O)n4C)C2)CC1 (stereo not drawn) | -6%
8 | Cc1ccc(NC(=O)C(Cc2ccccc2)NS(=O)(=O)c2cccs2)cc1Cl (stereo not drawn) | -29%
9 | CC1=C[C@@H](CN2CCC(O)CC2)[C@H](C(C)C)C[C@H]1Cc1nnc(C)o1 | -4%[86.2 µM]
10 | COC[C@@H]1CN(C(C)C)C[C@H]1c1nc(C2CC2)no1 | 13%
11 | CCc1ccc(NC(=O)CCCc2ccc(OC)cc2C)cc1 | 6%
12 | COc1cccc([S+](=O)([O-])N2CCC3(CC(C(C)C)=NO3)C2)c1 (stereo not drawn) | 11%[149 µM]
13 | O=C(Cc1ccc(Br)cc1)NC1=NCCS1 | 18%
14 | Cn1cnc(S(=O)(=O)N2CCC(Oc3ccc(-c4noc(C5CC5)n4)cc3)C2)c1 (stereo not drawn) | 21%
15 | CCN(C(=O)Cc1nc(-c2cccs2)oc1C)c1cccc(Br)c1 | ?
16 | CC(=O)NCC(=O)N1Cc2ccccc2CC2(CCCN2C)C1 (stereo not drawn) | -15%[149 µM]
17 | COc1cccc(NC(=O)c2oc3ccccc3c2NC(=O)C23CC4CC(CC(C4)C2)C3)c1 | -32%
18 | Cc1ccc(CSc2nc(-c3cccs3)ccc2C#N)cc1 | ?
19 | O=C(c1ccc(C(F)(F)F)cc1)N1CCC(N2CCOCC2=O)CC1 | 12%[115 µM]
20 | Cc1nc(-c2ccc(Cl)cc2)n(Cc2cccc(C(F)(F)F)c2)c(=O)c1CCO | -25%

Next results:
# | smiles | KDM5B inh
21 | COc1ccc(-c2ncc(CN3CCC(CO)(Cc4cccc(OC)c4)CC3)cn2)cc1 | -3%
22 | CCOC(=O)c1c(S(=O)(=O)NCC(=O)Nc2cc(C)ccc2OC)c(C)n(C)c1C | 11%
23 | COc1ccc(CN2C(=O)COC[C@H]2C(=O)NCc2ccc(Cl)cc2)cc1OC | 7%
24 | CC(=O)Nc1ccc(C(=O)NC2CCN(c3cc(-c4ccccc4)[nH]n3)CC2)cc1 | -29%
25 | COc1cccc(CNC(=O)c2nnn3cc(C)[nH]c(=O)c23)c1 | ?
26 | COc1ccc(C(=O)NCC(=O)N2CCCCCNC(=O)CC2c2ccccc2)c(OC)c1 (stereo not drawn) | 17%
27 | O=C(NCc1cccc(C(F)(F)F)c1)c1ccc2c(c1)OCCO2 | 27%
28 | COCCCNC(=O)c1cc(C)nc2ccccc12 | -13%
29 | Clc1ccccc1C1(c2ccnc(NC3CC3)n2)CCNCC1 | ?
30 | Fc1ccc(Nc2ncc(-c3cccnc3)c3c2OCC3)cc1 | ?
31 | CN1C(=O)Cc2cc(-c3csc(NC4CCCC4)n3)ccc21 | -8%
32 | COc1ccc(C)cc1NC1(c2ccccc2)C(=O)c2ccccc2C1=O | -25%
33 | O=C(Nc1ccc2c(c1)Cc1ccccc1-2)c1ccc2c(c1)OCCO2 | 3%
34 | CCC1CCCCN1CCCNC(=O)CN1C(=O)c2cccnc2Oc2ccc(Cl)cc21 (stereo not drawn) | -1%
35 | Cc1ccc(S(=O)(=O)CC(=O)c2ccc([N+](=O)[O-])cc2)cc1 | 13%
36 | O=C(C[C@@H]1CCNC[C@@H]1Cc1cc(COc2ccccc2)on1)NC1CCCCC1 | -12%[86.2 µM]
37 | CCCN1CCN(c2ncnc3sc(C(=O)Nc4ccc(C(C)C)cc4)c(C)c23)CC1 | -30%
38 | CCC1(O)CCC12CCN(C(=O)CC(C)C)CC2 (stereo not drawn) | -5%
39 | O=C(O)CN1CCC(C(=O)O)CC1 | 5%
40 | O=C(Nc1ccccc1C(=O)N1CCCCC1)c1nsc2ccccc12 | -25%

Carrying on.
# | smiles | KDM5B inh
41 | COC(=O)c1ccccc1NC(=O)Cc1coc2cc(C)cc(C)c12 | 4%
42 | O=C(Cc1ccc(F)cc1)N1CCC2(CC1)COc1ccccc1[S+](=O)([O-])N2 | -5%[115 µM]
43 | CCN1CCN(c2oc(COc3ccc(OC)cc3)nc2C#N)CC1 | 15%
44 | COc1ccc(Cn2c(C3CCN(C(=O)c4ccc(C)cc4)CC3)n[nH]c2=O)cc1 | -4%
45 | COc1cccc(CN2Cc3nc(-c4cc5ccccc5o4)ccc3OCC2=O)c1 | 50µM*
46 | Cc1ccccc1NC(=O)COc1ccccc1C(N)=O | 15%
47 | COc1ccc(NC2=C(C(=O)N3CCOCC3)S(=O)(=O)c3ccccc32)cc1Cl | 10%
48 | Cc1ccc(-c2n[nH]c(=O)c3ccccc23)cc1S(=O)(=O)N(C)C | 13%
49 | COC(=O)c1sc(-c2ccccc2)cc1NC(=O)Nc1ccc(Cl)cc1 | ?
50 | CC(C)CCc1noc(CN2CCC(C(=O)N3CCOCC3)CC2)n1 | 17%
51 | CN1C(=O)CS(=O)(=O)C12CCN(C(=O)c1ccc3c(c1)OCO3)CC2 | -9%
52 | O=C(Nc1cccnc1)c1cc(=O)c2ccccc2o1 | 5%
53 | O=C(c1cscn1)N1CCC2(CNS(=O)(=O)c3cnccc3O2)C1 (stereo not drawn) | 11%[115 µM]
54 | CCn1cc(S(=O)(=O)N2CC(N(C3CCOCC3)S(C)(=O)=O)C2)cn1 | 3%
55 | CCc1nc2cc(N3CCC(C(=O)NCc4cccnc4)CC3)cnc2nc1CC | ?
56 | Cc1nnsc1C(=O)N(Cc1ccccc1)C(C)C | 8%
57 | Cc1ccc2[nH]c(=O)c3cc(C(=O)N(C)c4ccc(Br)cc4)sc3c2c1 | -6%
58 | OCCC#Cc1ccc(CN2CCC(CO)(Cc3ccccc3Cl)CC2)cc1 | -26%
59 | O=C(O)C(c1c[nH]c2ccc(Cl)cc12)N1CCN(C/C=C/c2ccccc2)CC1 (stereo not drawn) | 5%
60 | CCNC(=O)C1(CCO)CCN(Cc2ccccc2)C1 (stereo not drawn) | -35%

Additional records.
# | smiles | KDM5B inh
61 | C=CCNC(=O)N[C@H]1CCN2C(=O)c3cc(Br)ccc3NC(=O)[C@@H]2C1 | 8%[86.2 µM]
62 | CC(=O)Nc1sccc1C#N | 20%
63 | O=C(c1cc(-c2ccccc2Cl)nc2ccc(Br)cc12)N1CCN(c2ccccn2)CC1 | -21%
64 | CN(Cc1ccccc1C(F)(F)F)Cc1cccc2ccccc12 | 15%[86.2 µM]
65 | COc1ccc(-c2nc3ccccc3n3c(-c4ccc(OC)cc4)c4c(=O)n(C)c(=O)n(C)c4c23)cc1 | -29%[11.5 µM]
66 | CN1CCN(CCCNC(=O)CN2CC3CC(C2)[C@H]2CCCC(=O)N2C3)CC1 (stereo partly drawn) | -14%
67 | CCOCCNC(=O)c1c(C)noc1-c1ccc(OC)cc1 | -27%
68 | N#Cc1ccccc1CSc1nnc(-c2ccccc2)o1 | -51%
69 | COCc1cc(CNC(=O)C2(Oc3ccc(Cl)cc3)CCNCC2)[nH]n1 | ?
70 | Cc1cc(C(=O)N2C[C@@H](COc3ccccc3)[C@H](C(N)=O)C2)no1 | -9%
71 | Cn1c(=O)c2cc3c(nc2n(C)c1=O)CC(c1ccccc1)CC3=O (stereo not drawn) | -1%
72 | COc1ccccc1NC(=O)Cn1c(=O)c(CNc2ccc(C)cc2)cc2cc3c(cc21)OCCO3 | ?
73 | CCCCNC(=O)CC(c1ccccc1)c1ccccc1 | 25%
74 | COc1ccc(C(=O)N[C@@H]2CCC[C@@H]2C(=O)NCc2ccc3c(c2)OCO3)cn1 | 10%
75 | O=C(O)/C=C/C(=O)Nc1cc(F)ccc1F | ?
76 | Cc1ccc(CNc2ncccc2C#N)cc1 | 357%[activator]
77 | Cc1ccc(NC(=O)Cn2cc3c(n2)CCCC3)cc1Cl | -11%
78 | COc1ccc(NC(=O)[C@@H]2C[C@@H](c3cccc(C(F)(F)F)c3)N(C)C2)cc1 | -2%[86.2 µM]
79 | CCCCn1c(CNC(=O)OC(C)(C)C)nc2cccnc21 | ?
80 | CC(C)c1ccc(CC(=O)N2CCCc3ncc(C(=O)Nc4cccc(C(F)(F)F)c4)cc32)cc1 | 25µM*

Some of the entries above, set out differently:
75	O=C(O)/C=C/C(=O)Nc1cc(F)ccc1F
  KDM5B inh: ?

76	Cc1ccc(CNc2ncccc2C#N)cc1
  KDM5B inh: 357%[activator]

77	Cc1ccc(NC(=O)Cn2cc3c(n2)CCCC3)cc1Cl
  KDM5B inh: -11%

(continued)
# | smiles | KDM5B inh
81 | CCOCC(=O)N1CCCn2ccnc2C1C(C)C (stereo not drawn) | -7%
82 | O=C(COC(=O)CCC1CCCCC1)Nc1ccc2c(c1)OCO2 | -2%
83 | CC(CCc1ccccc1)NC(=O)Cn1c(=O)nc(-c2ccccc2F)c2cc(Cl)ccc21 (stereo not drawn) | -16%
84 | CN1C(=O)c2cccn2CC1CNC(=O)COc1ccccc1 (stereo not drawn) | -14%
85 | O=C(NCc1ccc2c(c1)OCO2)c1nc(-c2ccc(Cl)cc2Cl)c2ccccn12 | 20µM*
86 | Cc1ccc(C(=O)/C=C/c2cn(CC(O)CN3CCc4ccccc43)c3ccccc23)cc1 (stereo not drawn) | ?
87 | O=C(c1cccnn1)N1CCC2(CCCN(C3CCOCC3)C2=O)C1 (stereo not drawn) | -14%
88 | NC(=O)CNC(=O)C1=C[C@@H](Oc2cc(F)ccc2Br)[C@H](O)[C@H](O)C1 | -5%[86.2 µM]
89 | Cc1ccccc1N=C1CCCc2ccccc21 | 20%
90 | Cc1cccc(C(=O)N2CCCN(Cc3ccncc3)C(c3ccccc3)CC(=O)NCC2)c1 (stereo not drawn) | -14%
91 | Cc1c(-c2nnc(SCC(=O)Nc3ccc(Br)cc3)o2)nnn1-c1ccc(F)cc1 | -10%
92 | Cc1oc(-c2ccccc2)nc1Cn1cccc(C(F)(F)F)c1=O | 1%
93 | COc1ccc(-c2cn3nc(SCC(=O)Nc4cccc(C)c4C)ccc3n2)cc1 | ?
94 | COc1ccccc1C(=O)NC[C@@H]1CC[C@H]2C[C@@H]1C2(C)C | -8%[86.2 µM]
95 | Cc1cccc2c(=O)c3c(O)cc(OCC(=O)Nc4ccc(Br)cc4)cc3oc12 | -10%
96 | O=C([C@@H]1C[C@H](Oc2cccnc2)CN1S(=O)(=O)Cc1ccccc1F)N1CCOCC1 | -28%
97 | COc1ccc(-c2nc(-c3ccccc3)nc3c2CN([S+](=O)([O-])c2cccs2)CC3)cc1 | ?
98 | O=C(O)C1(c2ccccc2)CCN(S(=O)(=O)c2cc(C(F)(F)F)cc(C(F)(F)F)c2)CC1 | -16%[115 µM]
99 | CCCN1CCN(c2cc3c(cc2F)c(=O)c(S(=O)(=O)c2ccc(CC)cc2)cn3CC)CC1 | ?
100 | CCc1ccc(NC(=O)C(NS(=O)(=O)c2cccs2)C(C)C)cc1 (stereo not drawn) | -25%

Among those listed so far, these have a furan ring, fused or not:
# | smiles | KDM5B inh
17 | COc1cccc(NC(=O)c2oc3ccccc3c2NC(=O)C23CC4CC(CC(C4)C2)C3)c1 | -32%
41 | COC(=O)c1ccccc1NC(=O)Cc1coc2cc(C)cc(C)c12 | 4%
45 | COc1cccc(CN2Cc3nc(-c4cc5ccccc5o4)ccc3OCC2=O)c1 | 50µM*

Going on with the list:
# | smiles | KDM5B inh
101 | O=C(c1c2c(nc3ccccc13)CCCC2)N1CCCC(c2nc(C3CCOCC3)no2)C1 (stereo not drawn) | -19%
102 | Cc1ccc(S(=O)(=O)N2CCN(c3ncnc4scc(-c5ccccc5)c34)CC2)cc1 | ?
103 | CCN(CC)Cc1nc2sc(C(=O)OC)c(C)c2c(=O)[nH]1 | ?
104 | CCc1noc(-c2cn(C3CCN(C(=O)c4ccc(OC)cc4OC)CC3)nn2)n1 | 17%
105 | O=C(CCCCC(=O)Nc1ccc(F)cc1F)Nc1ccc(F)cc1F | 2%
106 | COc1ccccc1N1CCN([C@H]2[C@@H]3OC[C@@H](O3)[C@@H](NCc3ccncc3)[C@@H]2O)CC1 | ?
107 | CN(Cc1ccccc1OC(F)(F)F)Cc1cccn1C | 0%[86.2 µM]
108 | Cc1cnc(CC2CCN(C(=O)N(C)C)C2)n1Cc1ccccc1 (stereo not drawn) | -17%
109 | O=C(C1CCCCC1)N(Cc1cccnc1)c1nc2c(F)cccc2s1 | -26%
110 | CC(=O)c1c[nH]c(C(=O)NCc2cccc(C(F)(F)F)c2)c1 | 8%
111 | CCOC(=O)c1nc(NCc2ccccc2OC)c2ccccc2n1 | -8%
112 | CC(=O)NC1(C)CCN(Cc2cnc(-c3ccccc3)s2)CC1 | -26%[86.2 µM]
113 | CCOC(=O)CNC(=O)N1[C@H](c2cccs2)[C@@H](C)C(=O)[C@@H](C)[C@@H]1c1cccs1 | -10%
114 | O=C(C1CCC(=O)N(C2CCCCCC2)C1)N1Cc2ccccc2C1 (stereo not drawn) | -30%
115 | COc1ccc(-c2nc3cc(NC(=O)c4cccc([N+](=O)[O-])c4C)ccc3o2)cc1 | -5%
116 | Cc1cc(CNC(=O)[C@@H]2CCC[C@@H](NC(=O)C3CCCC3)CN(C)C(=O)C2)no1 | 33%[86.2 µM]
117 | COc1ccc(NC(=O)c2c(OC)cc(=O)n3c2CCCC3)c(C)c1 | 11%
118 | Cc1ccc(CN2CC[C@H](CNC(=O)C3CC3)[C@H](N(C)C)C2)o1 | -27%
119 | COC1CCC12CCN(Cc1ccc(C#N)cc1)CC2 (stereo not drawn) | 7%
120 | CCOC(=O)c1ccccc1NC(=O)c1c(-c2ccccc2)noc1C | ?
